From PubChem BioAssay
HMGR II inh: blocks class II HMG-CoA reductase of Enterococcus faecalis; inhibition, % at 10 µM; AID 1066; actives 0.41% (n = 190,000); purified E. faecalis HMGR, NADPH absorbance 340 nm kinetic;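 active = inhibition above a set limit, the median over all tested compounds plus 3 SD, cut at about 9.5% in these data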;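 note: enzyme runs in reverse so mevalonate oxidation gives rising NADPH absorbance; 0% = complete reaction with DMSO and 100% = background rate lacking mevalonate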
Lmaj promast: reduces viability of Leishmania major promastigotes | resazurin fluorescence viability | inhibition, % at 10 µM | actives 9% (n = 200,000) | AID 1063; in the data active = inhibition above about 50%;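 note: promastigotes grown with compound for 44 hours at 28 °C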
Redox H2O2 prof: compounds producing H2O2 with reducing agent – biochemical, NIH compound library profiling, artefact control for MLSCN library redox annotation, primary screen; DTT-dependent redox cycling H2O2, phenol red/HRP absorbance; 100% = 100 µM peroxide control, 0% = buffer; activation, % at 10 µM; AID 878; actives 0.03% (n = 200,000);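 active = activation of at least 50% relative to the plate's high and low controls in the primary single-dose screen; inactive = activation below 50%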;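 note: compound incubated with DTT at 0.8 mM final as the reducing agent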
SRC2 TRFRET art: flags TR-FRET format artefacts in PPARgamma SRC-2 recruitment agonist screen; TR-FRET ratio at 8 µM; actives 0.4% (n = 200,000); TR-FRET artefact counter-screen; hits give high values; AID 1049; in the data active = TR-FRET ratio above about 2000; note: inactives centre near 1500
bIAP inhibitor: intestinal alkaline phosphatase (bovine) inhibition; purified bovine IAP, CDP-star luminescence, 30 min; 190,000 tested, under 10 active; inhibition, % at 20 µM;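 active = over 50% inhibition of intestinal alkaline phosphatase at 20 µM in the single-dose screen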
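test system = bovine IAP enzyme | medium = DEA buffer 100 mM, pH 9.8, with MgCl2 1.0 mM, ZnCl2 0.02 mM | detection = luminescence | dosing = single compound dose of 20 µM, 2% DMSO final | incubation = 30 min reaction at room temperature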
PPARg SRC-1 ag: agonists of human PPARgamma SRC-1 coactivator recruitment; PPARgamma-SRC-1 coactivator recruitment biochemical assay; activation, % at 8 µM; actives 0.41% (n = 200,000); in the data active = activation above about 19%;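 note: 0% = DMSO and 100% = reference agonist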
Target sequence (P37231 whole entry, looked up): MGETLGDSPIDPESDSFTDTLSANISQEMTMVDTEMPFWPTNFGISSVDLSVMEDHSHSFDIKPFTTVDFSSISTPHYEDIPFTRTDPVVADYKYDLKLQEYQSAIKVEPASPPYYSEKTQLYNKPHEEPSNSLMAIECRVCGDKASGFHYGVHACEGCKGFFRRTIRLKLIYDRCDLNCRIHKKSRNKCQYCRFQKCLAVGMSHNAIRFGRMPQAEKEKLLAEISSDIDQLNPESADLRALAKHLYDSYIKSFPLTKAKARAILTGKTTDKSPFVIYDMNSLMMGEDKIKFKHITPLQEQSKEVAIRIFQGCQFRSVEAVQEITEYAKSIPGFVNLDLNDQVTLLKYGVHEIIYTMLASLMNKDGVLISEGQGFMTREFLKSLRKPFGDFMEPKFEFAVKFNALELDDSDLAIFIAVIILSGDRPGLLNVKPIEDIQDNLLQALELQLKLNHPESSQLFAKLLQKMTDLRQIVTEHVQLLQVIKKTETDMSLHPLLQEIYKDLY
PPARg SRC2 recr: PPARgamma-driven SRC-2 recruitment agonism; actives 0.34% (n = 200,000); PPARgamma LBD-SRC-2 recruitment, biochemical; activation, % at 8 µM; in the data active = activation above about 22%;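 note: 0% = vehicle and 100% = reference agonist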
PPARg SRC3 recr: agonists of human PPARgamma SRC-3 coactivator recruitment; biochemical PPARgamma/SRC-3 coactivator recruitment assay; activation, % at 8 µM; actives 0.26% (n = 200,000); in the data active = activation above about 23%;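 note: 0% = DMSO and 100% = reference agonist; some compounds past the cut are filed as inactive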
RAM network inh: blocks the yeast RAM network | S. cerevisiae dse1pr::URA3 reporter, 5-FOA growth OD615, 2 d; analog-sensitive cbk1-as2 kinase mutant strain | inhibition, % at 50 µM | actives 1.8% (n = 190,000) | AID 868;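 active = inhibition above a set limit, 3 SD over mean compound inhibition, cut at about 8.4% in these data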;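 note: 0% = DMSO-only wells with no growth and 100% = 10 µM 1-NA-PP1 full growth; inhibition rescues growth on 5-FOA so higher OD means more RAM inhibition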
ROMK primary: modulates human ROMK potassium channel activity. Tet-inducible ROMK, thallium flux fluorescence; actives lie on both sides. B-score at 10 µM. actives 2% (n = 130,000). AID 1918;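 active = signal ratio slope over the read window, or its plate-corrected B-score, at least 3 SD from the plate mean, either direction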;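 note: B-score of the F/F0 ratio slope over 7 to 12 s after thallium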
Target sequence (P48048 whole entry, looked up): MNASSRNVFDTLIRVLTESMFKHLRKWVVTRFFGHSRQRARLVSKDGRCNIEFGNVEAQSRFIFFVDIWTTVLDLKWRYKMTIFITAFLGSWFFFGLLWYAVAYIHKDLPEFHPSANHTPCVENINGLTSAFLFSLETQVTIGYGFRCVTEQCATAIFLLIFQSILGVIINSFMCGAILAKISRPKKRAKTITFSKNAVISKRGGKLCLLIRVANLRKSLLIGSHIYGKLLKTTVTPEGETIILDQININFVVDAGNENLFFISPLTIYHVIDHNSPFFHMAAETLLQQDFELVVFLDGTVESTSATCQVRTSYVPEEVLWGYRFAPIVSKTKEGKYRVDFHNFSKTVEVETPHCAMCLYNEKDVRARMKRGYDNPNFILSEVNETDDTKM
S1P3 antag: blocks the human S1P3 receptor. Q99500. CHO S1P3 NFAT-BLA reporter, FRET fluorescence, antagonist mode. inhibition, % at 4.98 µM. actives 0.27% (n = 170,000). AID 485;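 active = inhibition above the plate cutoff, the mean inhibition of test wells on that plate plus 3 SD, cut at about 28% in these data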;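 note: cells challenged with S1P at its EC80 of 0.8 µM; blue over green emission ratio from cleaved BLA substrate after 4 h stimulation; 0% = S1P-stimulated wells and 100% = unstimulated DMSO-only wells; some compounds past the cut are filed as inactive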
* hit, by the source's call; x = no result given.

Values run as follows: HMGR II inh	Lmaj promast	Redox H2O2 prof	SRC2 TRFRET art	bIAP inhibitor	PPARg SRC-1 ag	PPARg SRC2 recr	PPARg SRC3 recr	RAM network inh	ROMK primary	S1P3 antag
CC(C)COc1ccc(N)cc1OCC(C)C
 : -3.9	-5.2	-1.0	1644	4.6	5.6	-0.8	4.0	2.4	-0.0888	-11.1
Cc1ccc(CCNC(=O)c2coc3nc4ccccc4nc23)cc1
 : -4.2	-2.9	3.2	1513	1.9	4.4	-3.6	13.5	5.9	x	16.1
CNC(=S)NNC(=O)c1ccccc1Br
 : -5.4	-6.1	-0.4	1392	13.8	-1.3	9.3	1.4	0.3	0.375	-0.2
CCCC(=O)NC(=S)Nc1cccc(-c2nc3ncccc3o2)c1
 : 0.1	-5.0	0.0	1563	-8.3	1.2	1.7	5.1	5.6	-0.0643	-16.1
COc1ccc(-c2oc3ccccc3c(=O)c2OC(=O)c2ccc(C)cc2)cc1
 : -3.9	-8.6	-7.7	1586	3.4	-0.4	-0.3	10.9	5.8	x	x
Oc1ccccc1/C=N/Nc1ncc(Br)cn1
 : -8.1	25.9	-0.1	1255	4.8	5.3	4.2	2.6	0.7	0.748	-6.2
CCOc1ccccc1NC(=O)c1cc(Cl)ccc1NC(=O)c1ccco1
 : -1.4	-2.4	4.0	1704	13.1	3.2	7.1	3.1	4.6	x	12.0
CCN(CC)S(=O)(=O)N1CCC(C(=O)NCCN2CCOCC2)CC1
 : -0.3	-10.1	-1.1	1658	6.1	-0.4	8.3	5.7	1.2	-1.08	-1.6
COc1cccc(C(=O)c2ncc(C(F)(F)F)cc2Cl)c1
 : -1.9	-1.6	-2.0	1566	18.1	-7.4	-0.4	-1.9	0.1	1.23	0.2
COC(=O)Nc1ccc(S(=O)(=O)N2CCCCCC2)cc1
 : -3.3	-6.8	0.6	1691	9.5	-2.4	15.6	-3.3	-1.0	-0.058	0.6

Rewritten with each value named: entries from further up
CCOc1ccccc1NC(=O)c1cc(Cl)ccc1NC(=O)c1ccco1
  HMGR II inh = -1.4 | Lmaj promast = -2.4 | Redox H2O2 prof = 4.0 | SRC2 TRFRET art = 1704 | bIAP inhibitor = 13.1 | PPARg SRC-1 ag = 3.2 | PPARg SRC2 recr = 7.1 | PPARg SRC3 recr = 3.1 | RAM network inh = 4.6 | ROMK primary = x | S1P3 antag = 12.0

CCN(CC)S(=O)(=O)N1CCC(C(=O)NCCN2CCOCC2)CC1
  HMGR II inh = -0.3 | Lmaj promast = -10.1 | Redox H2O2 prof = -1.1 | SRC2 TRFRET art = 1658 | bIAP inhibitor = 6.1 | PPARg SRC-1 ag = -0.4 | PPARg SRC2 recr = 8.3 | PPARg SRC3 recr = 5.7 | RAM network inh = 1.2 | ROMK primary = -1.08 | S1P3 antag = -1.6

More results follow:
Values run as follows: HMGR II inh	Lmaj promast	Redox H2O2 prof	SRC2 TRFRET art	bIAP inhibitor	PPARg SRC-1 ag	PPARg SRC2 recr	PPARg SRC3 recr	RAM network inh	ROMK primary	S1P3 antag
C#CC(=O)N(c1ccc(OC)cc1OC)C(C(=O)NC1CCCC1)c1cccs1 (stereo not drawn)
 : 1.6	94.2*	7.0	1345	-2.5	-7.8	-1.4	-1.3	0.3	-0.726	-4.1
C=CCN1C(=O)C(CC(=O)O)SC1=Nc1ccc(C)cc1 (stereo not drawn)
 : -0.9	-3.4	-0.9	1677	12.2	1.0	8.2	6.2	0.8	-0.0945	-7.1
CC(/C=N/Nc1nc(N2CCCCC2)nc(N2CCCCC2)n1)=C\c1ccccc1
 : 0.3	18.8	-6.2	1612	-5.7	0.9	10.1	0.1	1.1	0.0116	x
O=C(CCC1CCCCC1)Nc1c2c(nn1-c1ccc(F)cc1)CS(=O)(=O)C2
 : -2.0	-1.1	0.3	1636	-5.0	-1.6	-4.1	-0.5	2.5	x	x
Cc1ccc(C(c2nnnn2CS(=O)(=O)c2ccc(C)cc2)N2CCN(c3ncccn3)CC2)cc1 (stereo not drawn)
 : -4.1	17.8	-0.4	1478	10.4	-4.9	0.3	-4.4	5.2	x	x
COCC1CCCN(Cc2nc(-c3ccc4c(c3)OCO4)no2)C1 (stereo not drawn)
 : -2.5	0.3	-0.3	1733	7.4	10.9	8.3	8.0	1.3	-0.325	1.6
CCOc1cc(Cl)c(NC(=O)CC)cc1OCC
 : -0.6	-4.0	0.0	1435	12.7	3.3	4.3	2.0	0.1	0.512	-9.4
CC(C)[C@@H]1N[C@]2(C(=O)Nc3ccccc32)[C@@H]2C(=O)N(c3cccc(C(F)(F)F)c3)C(=O)[C@@H]21
 : 1.1	8.8	0.0	1407	0.0	-2.0	-4.6	-2.0	2.7	0.814	-52.7
CC(C)N1CC(O)=C(c2nc3ccccc3c(=O)[nH]2)C1=N
 : -3.0	21.2	0.4	1725	-15.6	-1.3	6.1	9.1	2.6	-0.0666	x
Cc1nc2ccccn2c1C(=O)/C=C/c1ccc(F)cc1
 : -2.5	86.3*	-3.0	1571	-2.6	2.1	0.1	-12.6	0.8	x	x
COc1ccc(OC)c(NC(=O)CSc2ccccc2)c1
 : -6.1	-0.4	1.9	1329	45.8	-3.7	-7.6	-12.8	1.0	x	7.9
COc1ccc(C2C(C(N)=O)=C(C)Nc3nc(-c4ccccc4OC)nn32)cc1OC (stereo not drawn)
 : 4.0	15.4	2.2	1511	4.8	-1.8	-0.3	4.5	1.8	x	1.1
Cn1c(CC(=O)Nc2ccc(F)cc2)c(Sc2ccccc2)c2ccccc21
 : -1.9	-1.4	-0.5	1547	37.3	12.3	3.6	3.0	6.2	x	0.2
COc1ccccc1OCCCOc1ccc(C)cc1Br
 : -4.0	-0.4	-0.4	1575	-15.9	-2.3	7.0	-5.0	3.9	-0.206	-3.3
OC(COc1ccc(-c2ccccc2)cc1)CN1CCOCC1 (stereo not drawn)
 : -4.0	93.2*	-1.1	1480	-8.0	2.3	-1.8	1.9	1.1	-0.915	-15.2
CC(=O)COc1cc(C)cc2oc(=O)cc(-c3ccccc3)c12
 : 8.4	-2.4	-1.8	1638	-1.9	1.7	-4.3	-0.3	2.3	0.819	10.3
Cc1cccc2c(=O)c(C(=O)NCCCN3CCOCC3)c[nH]c12
 : -3.5	3.2	0.5	1554	12.3	6.4	14.3	-8.1	-1.4	x	x
CCC1CCCCN1C(=S)Nc1ccc(SC(F)F)cc1 (stereo not drawn)
 : 1.4	-5.2	1.1	1632	4.8	4.4	7.3	-1.5	1.3	x	-13.7
Cc1ccc(Nc2nc(-c3c(C)nc4ncccn34)cs2)cc1
 : 0.2	60.2*	0.9	1556	-2.4	6.4	9.8	7.4	1.3	x	x
COc1ccc(OC)c(/C=C/C(=O)OCC(=O)Nc2cccc(Oc3ccccc3)c2)c1
 : -8.4	-6.2	0.5	1593	1.4	-4.8	3.9	2.0	13.5*	x	2.8
CC(C)=N/N=C1/NC(=O)C(CC(=O)Nc2cc(Cl)ccc2C)S1 (stereo not drawn)
 : -6.9	41.6	0.1	1561	6.9	-6.9	4.3	5.4	0.3	0.166	-9.5
COc1ccc(NC(=O)c2sc(Cl)nc2-c2ccccc2)cc1
 : -7.1	-0.4	0.2	1438	-1.9	-2.2	-7.3	-1.3	4.0	x	14.1
CCOC(=O)c1csc(-c2ccc([N+](=O)[O-])cc2)n1
 : 1.0	-10.4	-2.1	1735	1.4	4.6	15.2	2.9	3.5	-0.168	5.4
COc1ccc(NC(=S)NNC(=O)Cn2nc([N+](=O)[O-])cc2C)cc1
 : 3.0	-2.1	1.6	1459	-47.3	5.7	-3.4	2.1	0.6	x	x
O=[N+]([O-])c1ccc(O)c(/C=N/Nc2nn[nH]n2)c1
 : -6.4	-10.9	-1.5	1491	-8.1	1.9	15.1	4.8	-1.6	0.964	-12.8
CC(C)(C)SCCNC(=O)c1ccc(Cl)c(S(=O)(=O)N2CCOCC2)c1
 : x	-2.2	1.1	1710	x	1.9	4.8	-10.5	x	-1.3	x
COc1cc2c(cc1OC)-c1cc3ccc4c(c3c[n+]1CC2)OCO4
 : -3.0	12.8	0.4	1511	22.2	6.6	7.1	-0.9	1.1	x	-3.0
O=C(CCNC(=O)c1ccco1)Nc1cccc(Br)c1
 : -2.6	1.7	-1.1	1532	5.8	1.7	-5.5	1.0	2.5	0.683	-3.8
COc1ccc(Cn2nnnc2CN2CCc3ccccc3C2)cc1
 : -2.8	2.1	0.5	1484	18.8	-0.1	1.2	-3.2	0.5	-0.6	x
CCc1nc(N2CCC3(CC2)OCCO3)c2nnn(Cc3ccccc3Cl)c2n1
 : 4.0	-1.4	2.6	1445	-1.2	-3.3	-9.0	-0.8	2.5	x	x
CC1CCN(CCOc2ccccc2-c2ccccc2)CC1
 : 0.0	20.5	-0.2	1550	28.7	-6.9	12.6	-0.1	0.3	-0.784	2.0
Cc1cccnc1CN1CCN(C(=O)CCc2nnc(CCc3ccccc3)o2)CC1
 : -0.9	-2.3	-0.2	1509	-5.6	-1.6	2.5	6.0	0.5	-0.184	-34.3
COc1cccc(OC)c1C(=O)NCCSC1CCCCC1
 : 1.7	3.6	-1.7	1625	5.0	5.4	3.6	5.0	1.5	-0.539	-19.3
COC(=O)C1=C(C)Nc2ncnn2C1c1ccccn1 (stereo not drawn)
 : -3.6	-7.1	2.3	1378	3.1	2.3	6.0	4.1	1.9	1.46	-15.7
Cc1c(Cl)cccc1NC(=O)CC1NCCNC1=O (stereo not drawn)
 : -1.0	-2.9	0.6	1566	0.3	-2.9	1.9	-3.0	0.4	x	x
Cc1cccc(Oc2cc(N)cc([N+](=O)[O-])c2)c1
 : 0.8	-0.2	-4.0	1318	38.5	-2.5	-10.0	1.2	1.8	x	x
COc1cc2c3nnc(-c4ccc(F)cc4)c-3cn(Cc3ccccc3F)c2cc1OC
 : 4.1	-3.6	-0.4	1552	-6.6	-2.4	-2.8	4.6	4.2	-3.95*	1.6
COc1ccc2c(c1)CC/C(=C/c1ccco1)C2=O
 : 2.3	-6.5	0.3	1528	7.3	5.5	-3.0	3.4	-0.1	1.78	-21.1
COCCn1c(-c2ccccc2Cl)nc2c(c(=O)c3ccccc3n2C)c1=O
 : -2.4	22.9	-0.2	1651	-4.1	6.3	9.4	3.4	1.3	-0.281	3.1
CCOC(=O)c1cnc(SCc2ccc(C(C)(C)C)cc2)nc1N
 : -3.8	-0.8	6.5	1527	26.9	5.5	-2.2	-4.1	7.4	x	x
O=C(CSc1ncn[nH]1)Nc1ncc(C(F)(F)F)cc1Cl
 : -4.4	-4.5	1.0	1624	-2.8	9.6	3.3	-1.0	2.3	0.252	4.9
Cc1cccc(C)c1NC(=O)C1(N(C(=O)c2ccccn2)c2ccc(O)cc2)CCCCC1
 : -6.5	-0.6	-0.4	1580	-14.6	5.8	1.4	5.7	1.6	0.0732	12.6
COc1cccc2cccc(/C=N/n3cnnc3)c12
 : 2.9	-3.6	0.0	1746	3.5	5.9	6.7	2.6	0.1	-0.638	-6.5
Oc1ccc(-c2n[nH]c(C(F)(F)F)c2-c2ccccc2)c(O)c1
 : -1.2	3.1	-1.0	1566	-21.3	16.5	-10.0	5.3	0.6	x	17.5
CCN1CCc2nc(N)sc2C1
 : 0.3	-5.7	-1.7	1537	-5.0	3.5	-2.7	2.6	1.3	-0.637	-6.3
